DENV2 CPE = inhibitors of DENV2 cytopathic effect, primary screen, cell-based, plate reader, single concentration; DENV2-infected cells, cytopathic effect rescue; CPE inhibition, % at 9.99 µM; hit rate 1.7% among 350,000; AID 651640, 2012; in the data active = CPE inhibition above about 20%, passing the limit was not always enough; inconclusive = no clear call, values can overlap the other calls; tested in BHK-21 cells;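 also: 0% = median of neutral control wells and 100% = median of positive control wells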
ARNT TACC3 PPI = disruptors of ARNT/TACC3 protein interaction, primary screen, biochemical, AlphaScreen, single concentration; inhibition, % at 9.99 µM; AlphaScreen His-ARNT PAS-B/GST-TACC3 binding, luminescence; TACC3 fragment carries E629A point mutation; hit rate 0.66% among 390,000; Transforming acidic coiled-coil-containing protein 3 (Homo sapiens), Q9Y6A5;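 active = mean inhibition of replicates at least 50% and at least half of replicates each reaching 50%; inconclusive = half or more replicates reach 50% but mean below 50%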;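 also: 0% = complete ARNT plus TACC3 wells and 100% = ARNT alone without TACC3; many hits fall short of the cut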
LGR2 inh = inhibitors of bursicon-induced LGR2 CRE-luciferase signal, primary screen, cell-based, HEK293, CRE-luciferase reporter, bursicon stimulation. hit rate 0.35% among 380,000. inhibition, % at 9.99 µM. bursicon-stimulated, 4 h;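 active = drop in luminescence signal, shown as inhibition above about 50% in the replicate tests, limit read from the data, passing the limit was not always enough; inconclusive = probably only some replicates passing the limit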;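 also: agonist challenge used bursicon conditioned medium at about half maximal strength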
PAX8 reporter = inhibitors of PAX8-driven TPO luciferase reporter, primary screen, RMG-I cells, single concentration | SteadyGlo, 24 h | hit rate 1.2% among 360,000 | inhibition, % at 12.6 µM | AID 652154, 2013;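 active = mean replicate inhibition at least 60% with every replicate also reaching 60%; inconclusive = only one of the two criteria is met; inactive = mean below 60% and not all replicates reaching 60%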;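 also: luciferase light reporting Pax8 driven TPO promoter activity; plate controls were median of neutral control wells for no effect and mitoxantrone controls for full effect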
EWS-Fli inh = EWS/Fli-driven NR0B1 reporter inhibitors, primary screen, A673 cells, NR0B1 luciferase, luminescence, MLPCN library; viability-normalised; inhibition, % at 12.6 µM; hit rate 0.67% among 350,000; AID 651661, 2012;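 active = mean inhibition of at least 50% after viability correction, with every replicate also passing that limit; inconclusive = mean reaches 50% but only one of two replicates passes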;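 also: firefly luciferase signal divided by Alamar Blue viability fluorescence both relative to DMSO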
SIRT5 inh = SIRT5 desuccinylase inhibitors, primary screen, biochemical, fluorescence imaging, single point, set 5; NAD-dependent protein deacylase sirtuin-5, mitochondrial (Homo sapiens), Q9NXA8; Purified SirT5, succinyl-peptide AMC, trypsin-coupled fluorescence; inhibition, % at 15 µM; hit rate 1.1% among 330,000; AID 652115, 2013; in the data active = inhibition above about 15%; inconclusive = no clear call, values can overlap the other calls
Target sequence (Q9NXA8 whole entry, looked up): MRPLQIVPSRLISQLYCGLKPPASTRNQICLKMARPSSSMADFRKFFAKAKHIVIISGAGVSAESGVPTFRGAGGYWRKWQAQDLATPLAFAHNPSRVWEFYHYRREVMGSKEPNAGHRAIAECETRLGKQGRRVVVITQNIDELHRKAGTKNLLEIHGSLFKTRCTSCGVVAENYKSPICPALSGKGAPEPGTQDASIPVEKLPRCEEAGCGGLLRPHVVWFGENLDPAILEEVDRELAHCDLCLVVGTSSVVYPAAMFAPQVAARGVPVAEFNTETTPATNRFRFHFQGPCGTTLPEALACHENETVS
Casp6 inh = human caspase-6 inhibitors, primary screen, biochemical, VEID-R110 fluorescence, single point, set 2; inhibition, % at 12.5 µM; purified caspase-6, Z-VEID-R110 cleavage fluorescence; hit rate 0.53% among 350,000;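 active = mean inhibition across replicates at least about 35%, with every replicate also reaching that limit, limit read from the data; inconclusive = only one of the two criteria met; inactive = neither criterion met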;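 also: 0% = median of neutral control wells and 100% = no fluorescence left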
Target sequence (P55212 24-179 limits assumed): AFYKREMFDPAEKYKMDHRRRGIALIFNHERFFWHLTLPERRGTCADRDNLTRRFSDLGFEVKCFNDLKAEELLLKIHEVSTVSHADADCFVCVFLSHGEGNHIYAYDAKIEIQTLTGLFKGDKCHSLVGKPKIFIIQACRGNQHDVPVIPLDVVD
Target sequence (P55212 194-293 limits assumed): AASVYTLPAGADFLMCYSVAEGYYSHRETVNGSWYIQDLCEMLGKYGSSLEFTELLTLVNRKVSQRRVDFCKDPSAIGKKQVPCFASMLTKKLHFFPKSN
* marks the source's active call; other numbers are inactive results; u = inconclusive; x = not tested or not shown; & = joins results of further samples.

SMILES | DENV2 CPE | ARNT TACC3 PPI | LGR2 inh | PAX8 reporter | EWS-Fli inh | SIRT5 inh | Casp6 inh
COC(=O)c1ccc(C)c(NC(=O)C(CCSC)NC(=O)c2cc(OC)c(OC)c(OC)c2)c1 (configuration not stated) | -4 | x | -14 | 13 | 1 | 0 | 4
O=C(CSC1=NS(=O)(=O)c2cc(F)ccc2N1)NCCc1ccccc1 | -4 | -3 | -18 | 5 | 0 | -2 | 3
COc1ccccc1CNC(=O)COC(=O)c1c[nH]c2ccccc12 | -4 | 0 | 16 | 18 | 1 | -2 | -2
CC(C)CC(=O)C1CCCN(C(=O)c2ccc3oc(Cc4ccccc4)nc3c2)C1 (configuration not stated) | 1 | -2 | -7 | 2 | x | 3 | 0
CN(C)CCNC(=O)c1cccc(-c2cnc3c(NC=O)cc(-c4ccc(F)cc4)cn23)c1 | -6 | x | 14 | 18 | 31 | -4 | -45
O=C(CN1C(=O)CCC1=O)c1ccc(-c2ccccc2)cc1 | x | -8 | -19 | -29 | -13 | 0 | 1
c1ccc2oc(-c3[nH]ncc3CN(Cc3ccncc3)CC3CCCO3)cc2c1 (configuration not stated) | -4 | -5 | 1 | -10 | -20 | 0 | 0
COc1ccc(OCCC(=O)OCC(=O)c2ccc[nH]2)cc1 | -2 | -8 | 16 | -2 | -1 | -3 | 2
Nc1ccc(Br)c2cccnc12 | -3 | 49* | -3 | 21 | -6 | -2 | 30
CCC1CCc2sc(C(=O)N(C)CC(=O)Nc3ccc(OC)cc3)cc2C1 (configuration not stated) | 12 | 0 | 5 | 9 | -2 | -1 | 5
CCOC(=O)C1CCN(C(=O)Nc2ccc(Cl)cc2Cl)CC1 | 7 | 0 | -8 | 5 | -1 | 1 | x
CC(Sc1nnc(COc2ccccc2)n1-c1ccccc1)C(=O)O (configuration not stated) | 2 | -8 | -8 | -6 | 2 | 0 | 1
COc1cc(C2CC(=O)Oc3c(C(CCN4CCN(c5ccccc5)CC4)c4ccc(N(C)C)cc4)c(OC)cc(OC)c32)cc(OC)c1OC (configuration not stated) | -6 | 0 | -9 | 0 | 0 | x | 0
CCOc1ccc(NC(=O)N2CCc3ccccc3C2)cc1 | -2 | -4 | -8 | -100 | -84 | 1 | 4
O=C(Nc1ncn[nH]1)c1cccc(F)c1 | -5 | 5 | -6 | -13 | -5 | -1 | 3
COc1ccc(CC(=O)NCCS(=O)(=O)N2CCN(c3ccccc3OC)CC2)cc1 | -4 | -2 | -8 | 22 | 4 | -5 | 1
COCC#Cc1ccc([C@H]2[C@H]3CN(C(=O)CN4CCOCC4)CC(=O)N3[C@H]2CO)cc1 | 14 | x | 5 | x | -7 | -2 | x
CCCNC(=O)CN1C(=O)NC(CCc2ccccc2)C1=O (configuration not stated) | 2 | -1 | -1 | 6 | 6 | -1 | 1
CCCCCCCCN1C(=O)[C@@H](CC(=O)NCCCC)C[C@@]2(C(=O)OC)C1=C[C@H](C(C)(C)C)O[C@@H]2C | -6 | x | 17 | 3 | 21 | x | -6
CCC1S/C(=N/N=C/c2ccco2)NC1=O (configuration not stated) | u | 0 | 4 | -4 | -4 | 2 | 1
CC(=O)c1ccc(-c2ccccc2C2=CC(=O)CC(C)(C)C2=O)cc1 | -13 | x | -11 | -26 | 2 | 0 | 0
COc1ccc(Cl)cc1NC(=O)CN(C)C(C)C(=O)NC(=O)NC1CCCCC1 (configuration not stated) | 14 | -2 | 6 | 28 | 13 | 8 | 2
Cc1cccc(NC(=O)CNC(=O)[C@H](CCc2ccccc2)NC(=O)[C@H]2O[C@@H](n3cnc4c(N)ncnc43)[C@H](O)[C@@H]2O)c1C | -6 | x | -8 | -6 | -11 | 2 | -2
Cc1ccc(S(=O)(=O)N(C)C[C@@H]2OCc3cnnn3CCCC(=O)N([C@@H](C)CO)C[C@@H]2C)cc1 | u | 2 | -25&-6 | -14&-5 | -2&-4 | -2&-2 | 1&1
COCC(=O)N(C)C[C@H]1Oc2ncc(C#Cc3ccccc3)cc2C(=O)N([C@H](C)CO)C[C@@H]1C | 7 | -11 | 17 | x | -11 | 1 | 0
Carrying on:
SMILES | DENV2 CPE | ARNT TACC3 PPI | LGR2 inh | PAX8 reporter | EWS-Fli inh | SIRT5 inh | Casp6 inh
CCOC(=O)CN1C(=O)N2C[C@H]3CON(C)[C@H]3C[C@H]2c2ccccc21 | -5 | x | 10 | 12 | -3 | -9 | -2
COc1ccc2c3c([nH]c2c1)[C@@H](CO)N(C(=O)CC1CC1)CC31CN(C(=O)c2ccccc2)C1 | -5 | x | -11 | x | 6 | 6 | 1
COc1cccc(Oc2c(C)oc3c(CN4CCCC4)c(O)ccc3c2=O)c1 | -1 | 7 | -4 | -5 | -4 | -38 | 2
c1cncc(CSc2nnc3ccc(-c4cccs4)nn23)c1 | -1 | -2 | -3 | -15 | -4 | -2 | -1
Cc1cc(S(=O)(=O)Nc2cccc(C(=O)O)c2)c(C)c(S(=O)(=O)c2ccc(Cl)cc2)c1 | 2 | 3 | 10 | 7 | 10 | 0 | 2
O=C(NCCC(=O)N1CCOCCOCCOCCOCC1)OCc1ccccc1 | 0 | -4 | -2 | -7 | 0 | -2 | -1
CCN(CC)S(=O)(=O)c1cc(NC(=O)CCNC(=O)c2ccco2)ccc1C | 6 | -1 | 17 | 19 | 2 | -1 | 3
CCCc1nn2c(=O)cc(CSCC(=O)Nc3cccc(C)c3)nc2s1 | 4 | -1 | 1 | -1 | -1 | 1 | 0
COc1cc(C(=O)N2CCN(CC(O)COc3ccccc3)CC2)cc(OC)c1OC (configuration not stated) | -1 | -5 | 2 | -3 | 17 | -4 | 1
O=C(NCc1cccnc1)c1cc(Sc2cccc(Cl)c2)nc2ccccc12 | x | -1 | 32 | 31 | 14 | 1 | -2
NNC(=S)NCc1ccccc1 | 2 | 4 | 10 | 3 | -19 | -5 | -1
Cc1ccc(S(=O)(=O)N2C[C@H]3C(=O)C[C@@H](c4ccc(Cl)cc4)N(S(=O)(=O)c4ccc(C)cc4)[C@H]3C[C@H]2c2cccc3ccccc23)cc1 | 7 | x | -5 | -4 | 0 | -6 | 0
C[C@@H]1CCCCO[C@H](CN(C)C(=O)c2ccccc2)[C@H](C)CN([C@H](C)CO)C(=O)c2cc(NS(C)(=O)=O)ccc2O1 | x | x | -11 | 15 | 5 | x | x
COc1ccc(NC(=O)N(C)C[C@@H]2Oc3ccc(NS(=O)(=O)c4cn(C)cn4)cc3CC(=O)N([C@H](C)CO)C[C@H]2C)cc1 | 13 | 4 | 11 | 8 | 1 | 4 | 1
O=C(N/N=C/c1ccccn1)C12CC3CC(CC(C3)C1)C2 | x | 27 | 1 | -7 | x | x | x
O=C(NC(=S)Nc1nc2c(s1)CCCC2)c1ccc(C(=O)c2ccccc2)cc1 | x | 23 | 3 | -4 | x | x | x
O=C(COC(=O)c1ccc(C(F)(F)F)cc1)Nc1cccc(S(=O)(=O)N2CCCCC2)c1 | -1 | -15 | -22 | -5 | 2 | 0 | 0
Cc1cc([N+](=O)[O-])nn1CCCC(=O)Nc1cc(Cl)ccc1Cl | -3 | -1 | -1 | 3 | 7 | -3 | 4
OC(COc1ccc(F)cc1)CN1CCN(c2ccccc2F)CC1 (configuration not stated) | -3 | 2 | 5 | -2 | 0 | -6 | -1
C[C@@H]1CN([C@@H](C)CO)C(=O)c2cccc(NC(=O)c3ccc(-c4nccs4)cc3)c2O[C@@H]1CN(C)S(=O)(=O)c1ccc(F)cc1 | -7 | 6 | 17 | x | 1 | 4 | -1
O=C(C1=C[C@@H](c2ccc3c(c2)OCO3)C[C@@H](OCc2ccc(CO)cc2)O1)N1CCN(Cc2ccccc2)CC1 | 16 | x | x | -1 | -3 | 5 | -2
C[C@H](CO)N1C[C@H](C)[C@H](CN(C)C(=O)Nc2cccc3ccccc23)OCCCC[C@H](C)Oc2ccc(NC(=O)CCCN(C)C)cc2C1=O | -7 | 59* | 31 | 11 | -1 | -3 | 1
CN(CC1COc2ccccc2O1)C(=O)CCNS(=O)(=O)c1ccc(F)c(Cl)c1 (configuration not stated) | 6 | x | 0 | 4 | 4 | x | -2
C[C@H](CO)N1C[C@H](C)[C@H](CN(C)Cc2ccccc2)Oc2ncc(C#CCc3ccccc3)cc2C1=O | 9 | x | 4 | 8 | 11 | 7 | 2
CCC(NS(=O)(=O)c1ccc2c(c1)Cc1cc(S(=O)(=O)NC(CC)C(=O)O)ccc1-2)C(=O)O (configuration not stated) | -2 | 7 | 7 | 27 | 14 | 3 | 2
(more compounds)
SMILES | DENV2 CPE | ARNT TACC3 PPI | LGR2 inh | PAX8 reporter | EWS-Fli inh | SIRT5 inh | Casp6 inh
CCC(C)(C)NC(=O)C(c1ccc(OC)cc1)N(C(=O)CCC(=O)Nc1cc(C)on1)c1ccc(F)cc1 (configuration not stated) | 1 | -4 | -16 | 4 | 4 | 2 | 3
CC1(C(=O)Nc2ccc3[nH]ncc3c2)CCN1C(=O)CC(c1ccccc1)c1ccccc1 (configuration not stated) | -3 | x | -9 | -1 | 2 | 3 | 2
NC(=O)C1CCN(CC(=O)NC(=O)NC2CCCC2)CC1 | 2 | -8 | 12 | 3 | 6 | -1 | -1
CCCn1c(N)c(C(=O)CSc2nnc(N)s2)c(=O)[nH]c1=O | 1 | 5 | 15 | -3 | 5 | -6 | -1
COc1ccc(S(=O)(=O)Nc2cccc3c2O[C@@H](CN(C)CC2CC2)[C@@H](C)CN([C@H](C)CO)C3=O)cc1 | -8 | 2 | -5 | x | 5 | -3 | 1
COc1ccc(Cl)cc1-c1cc(C(=O)N[C@H](C)c2ccccc2)[nH]n1 | 74* | x | -15 | -3 | -16 | -4 | -1
Cc1n[nH]c(=S)n(NC(=O)CC(=O)Nn2c(=S)[nH]nc(C)c2=O)c1=O | -8 | 67* | -5 | 7 | 8 | -3 | -6
CC(=O)c1ccc(NC(=O)C(NC(=O)c2ccccc2)=C(C)C)cc1 | 8 | -8 | x | 8 | 6 | 0 | 0
CC(=O)N(C)C[C@@H]1Oc2cc(-c3ccccc3)ccc2S(=O)(=O)N([C@H](C)CO)C[C@H]1C | -10 | -4 | 13 | 0 | 2 | 1 | 2
COc1cc2[nH]c(C(=O)N3CCC(Cc4ccccc4)CC3)cc2c(OC)c1OC | -8 | 1 | 18 | 3 | 14 | -4 | -1
C=CCNC(=O)NC(=O)COC(=O)CC(NC(N)=O)c1ccc(Cl)cc1 (configuration not stated) | x | -21 | -13 | 2 | x | x | x
C[C@@H]1CN([C@H](C)CO)S(=O)(=O)c2ccc(Br)cc2O[C@H]1CN(C)S(=O)(=O)c1ccc(F)cc1 | 9 | -5 | 24 | -12 | -14 | -1 | 4
CS(=O)(=O)N1[C@H](C#N)[C@H](c2ccc(-c3ccccc3F)cc2)[C@@H]1CO | -3 | 6 | 2 | 3 | -10 | 4 | 2
CC(C)NC(=O)Nc1cccc2c1O[C@@H](CN(C)S(=O)(=O)c1ccc(Cl)cc1)[C@@H](C)CN([C@H](C)CO)C2=O | -2 | -2 | -9 | 9 | 3 | -4 | -1

An excerpt of these results, in CSV form.
smiles,DENV2 CPE,ARNT TACC3 PPI,LGR2 inh,PAX8 reporter,EWS-Fli inh,SIRT5 inh,Casp6 inh
CC1(C(=O)Nc2ccc3[nH]ncc3c2)CCN1C(=O)CC(c1ccccc1)c1ccccc1 (configuration not stated),-3,x,-9,-1,2,3,2
NC(=O)C1CCN(CC(=O)NC(=O)NC2CCCC2)CC1,2,-8,12,3,6,-1,-1
CC(=O)N(C)C[C@@H]1Oc2cc(-c3ccccc3)ccc2S(=O)(=O)N([C@H](C)CO)C[C@H]1C,-10,-4,13,0,2,1,2
COc1ccc(S(=O)(=O)Nc2cccc3c2O[C@@H](CN(C)CC2CC2)[C@@H](C)CN([C@H](C)CO)C3=O)cc1,-8,2,-5,x,5,-3,1

Compound activity: PubChem, Broad Institute
